# Screening results (PubChem)
# Sm TGR inh: blocks Schistosoma mansoni thioredoxin glutathione reductase. Q962Y6. purified TGR, DTNB reduction, TNB absorbance 405 nm. Potency, µM (titrated, usually from 114 µM), for the others: at the top dose activity change, negative = inhibition, actives largely listed as inhibitors. hit rate 3% among 360,000. AID 485364; also: potency is read from the fitted curve at half-maximal effect; % is scaled to controls: 0 for no effect and ±100 for the full control effect; nearly all actives have a fitted effect of over 60% in size
#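 Kinetic colorimetric format: TGR-catalysed, NADPH-driven DTNB reduction monitored via TNB absorbance. Enzyme dispensed at 20 nM; compound exposure 15 min at room temperature before reaction start.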
# Giardia FBPA inh: inhibitors of Giardia lamblia fructose-1,6-bisphosphate aldolase; purified Giardia FBPA; AID 2451; hit rate 0.71% among 290,000; A8B2U2; Potency, µM (highest dose often 59.6 µM), without a hit: at the highest dose activity, negative = inhibition, most hits filed as inhibitors; also: potency is read from the fitted curve at half-maximal effect; % is scaled to controls: 0 for no effect and ±100 for the full control effect; nearly all actives have a fitted effect of over 55% in size
# Target sequence (A8B2U2 whole entry, looked up): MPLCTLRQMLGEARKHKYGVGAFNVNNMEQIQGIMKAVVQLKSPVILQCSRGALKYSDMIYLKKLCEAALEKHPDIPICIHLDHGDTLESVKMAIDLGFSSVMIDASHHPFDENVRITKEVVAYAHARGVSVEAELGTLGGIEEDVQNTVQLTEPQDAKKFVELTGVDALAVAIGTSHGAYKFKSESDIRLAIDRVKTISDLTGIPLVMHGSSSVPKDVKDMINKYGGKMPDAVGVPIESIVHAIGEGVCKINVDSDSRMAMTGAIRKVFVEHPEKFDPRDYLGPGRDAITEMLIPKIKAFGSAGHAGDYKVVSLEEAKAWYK
#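 40 nM FBPA preincubated 10 min at RT with compound (up to 57.5 uM final), then substrate plus GAPDH/TPI/NAD/arsenate coupling and diaphorase/resazurin added. Fluorescence read after 20 min at RT, 525/598 nm.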
# Pf growth 96h: P. falciparum growth inhibition at 96 hour, primary screen for plastid delayed-death inhibitors. P. falciparum luciferase reporter growth, 96 h. Potency, µM (top dose mostly 28.7 µM), for inactives: top-dose activity change, negative = inhibition, usual class: inhibitors. hit rate 6.9% among 320,000. AID 504834; also: potency is read from the fitted curve at half-maximal effect; % is scaled to controls: 0 for no effect and ±100 for the full control effect
#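 Readout is luminescence from an integrated firefly luciferase in P. falciparum. Red cells, 2% hematocrit and 0.05% parasitemia final, were cultured with compound through two parasite generations (96 hours) at 37 C, 5% CO2.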
# Pf growth 48h: inhibits P. falciparum growth in the first generation, 48 h; hit rate 5.9% among 310,000; AID 504832; Potency, µM (doses to about 28.7 µM), for inactives: at the highest dose activity change, negative = inhibition, most hits filed as inhibitors; P. falciparum luciferase growth in erythrocytes, 48 h; also: potency is read from the fitted curve at half-maximal effect; % is scaled to controls: 0 for no effect and ±100 for the full control effect
#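 In quantitative HTS format, infected erythrocytes bearing luciferase-reporter parasites were treated for a single generation at 37 C. Luminescence after adding detection reagent served as the growth measure.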
# Shiga inhibitor: Shiga toxin inhibition; Vero cells, Shiga toxin protein synthesis inhibition reporter; inhibition, % at 38.7 µM; hit rate 9.2% among 290,000; AID 2315; in the data active = inhibition mostly above about 28%, no sharp cut-off; inactive = mostly below about 43%; also: 0% is about no effect
# CHX counter: counter-screen hit for Shiga toxin inhibitors, cycloheximide; cell reporter, cycloheximide protein synthesis inhibition counterscreen; max response, %; hit rate 12% among 300,000; in the data active = max response mostly above about 13%, no sharp cut-off; inactive = mostly below about 14%; also: read at 38.3 µM for the half of the compounds with a filed dose; 0% is about no effect
# Active calls of the source: *; ? = inconclusive; nt = not tested or not shown; & = joins results of further samples; [ ] = remark or other dose. Unless noted, calls follow the shape of the dose curve; as a rule, active = well fitted curve in the direction sought with a large enough effect; inconclusive = small, poorly fitted or top-dose-only effect, or another doubt; inactive = no such curve, though single readings can be large; an effect the other way counts as inactive or inconclusive.
SMILES,Sm TGR inh,Giardia FBPA inh,Pf growth 96h,Pf growth 48h,Shiga inhibitor,CHX counter
Cc1cccc2cc(CN(CCN3CCOCC3)C(=O)Nc3ccccc3F)c(=O)[nH]c12,-15%,5%,72%[activator],-7%,-6,-2
CC1=CCC2C(=O)N(c3ccccc3OC(=O)c3ccccc3F)C(=O)C2C1 (stereo not drawn),-6%,-1%,-37%,11%,31,-5
CCOC(=O)CNC(=O)CSc1nnnn1-c1ccc(C)c(C)c1,-7%,0%,30%[activator],14%,-13,-3
NCCCCCC(=O)Nc1ccncc1,-2%,-19%,22%,-4%,-19,11
Cc1ccc(OC(=O)c2ccc(C)c(C)c2)cn1,2%,3%,?,1%,52*,34*
Cc1nccn1C[C@@H]1CCc2c(c3ccccc3n2C)C1=O,4%,-14%[21.7 µM],6%,19%,1,-1
Cc1cc(C)n(C(=O)CCCCCCCC(=O)n2nc(C)cc2C)n1,-19%,-1%,16%,-1%,-1,10
C/C(=C\C(=O)c1cccnc1)Nc1ccc(C(=O)O)cc1,-8%,-1%,nt,8%,-9,-2
CCCCOCCCNC(=O)c1cccs1,-5%,1%,-13%,?,-6,1
Cc1cccc2sc(NC(=O)CCNS(=O)(=O)c3cccs3)nc12,7%,-3%,-19%,-23%,-6,1
Cc1ccc(C(=O)N2CCCC(Nc3ccc(F)cc3)C2)cc1C (stereo not drawn),79µM*,nt,0%,?,-5,7
COc1ccc(OCC(O)Cn2c(N3CCCCC3)nc3c2c(=O)[nH]c(=O)n3C)cc1 (stereo not drawn),1%,8%,?,-17%,-7,-1
CC1CCCCC1NC(=O)NC(=O)COC(=O)c1ccc(OC(F)F)cc1 (stereo not drawn),9%,nt,2%,-5%,nt,nt
C[C@@]12C(=O)N(Cc3ccc(Cl)cc3)CC(=O)N1[C@H]1c3ccccc3OC[C@@H]1[C@@H]2c1ccccc1,4%,nt,?,?,nt,nt
COc1ccccc1N1CCN(C2CC(=O)N(c3ccc(Cl)cc3)C2=O)CC1 (stereo not drawn),-1%,8%,15%,-12%,nt,-2
COC(=O)c1ccc2[nH]ccc2c1,1%,19%,?,-17%,14,1
O=C(/C=C/c1ccc(Cl)cc1)NC1CCS(=O)(=O)C1 (stereo not drawn),7%,-1%,?,?,12,-2
CC(C)CC(NS(=O)(=O)c1ccc2c(c1)oc(=O)n2C)C(=O)NCc1cccnc1 (stereo not drawn),2%,6%,13%,nt,-9,-2
Cc1ccc(NC(=O)Nc2ccc(F)cc2F)c(OC(F)F)c1,8%,2%,-21%,16%,17,-3
CCOc1ccc2oc(C(=O)OCC(=O)N3C(C)CCCC3C)c(C)c2c1 (stereo not drawn),0%,nt,?,?,nt,nt
CCC1=NN(C(=O)COc2ccccc2C)C(O)(c2ccncc2)C1 (stereo not drawn),nt,1%,-6%,23%,-4,-4
Nn1cc(-c2ccccc2)nc1SCC(=O)N1CCN(S(=O)(=O)c2ccc3ccccc3c2)CC1,2%,0%,nt,9.3µM*,-16,-2
CC(C)NC(=O)c1ccc(COCC(F)(F)F)cc1,-31%,5%,-17%,4%,29,8
CCCc1c(NC(=O)Nc2ccc(Cl)cc2Cl)cnn1-c1ccccc1,10%,1%,?,-3%,14,-3
COc1ccc2nc(NC(C)=O)sc2c1,-23%,1%,nt,142%[activator],82*,42*

# The list goes on, overlapping the part above by 4 compounds.
SMILES,Sm TGR inh,Giardia FBPA inh,Pf growth 96h,Pf growth 48h,Shiga inhibitor,CHX counter
Nn1cc(-c2ccccc2)nc1SCC(=O)N1CCN(S(=O)(=O)c2ccc3ccccc3c2)CC1,2%,0%,nt,9.3µM*,-16,-2
CC(C)NC(=O)c1ccc(COCC(F)(F)F)cc1,-31%,5%,-17%,4%,29,8
CCCc1c(NC(=O)Nc2ccc(Cl)cc2Cl)cnn1-c1ccccc1,10%,1%,?,-3%,14,-3
COc1ccc2nc(NC(C)=O)sc2c1,-23%,1%,nt,142%[activator],82*,42*
Cc1[nH][nH]c(=O)c1[C@@H](c1ccccc1[N+](=O)[O-])C(C#N)C#N,?,?,-34%,-1%,-7,-4
CS(=O)(=O)Nc1cccc(C2=NN(S(C)(=O)=O)C(c3ccc4c(c3)OCO4)C2)c1 (stereo not drawn),-3%,3%,2.3µM*,37%[activator],50*,25*
CN1CCC(=C2c3ccccc3C(O)c3ccccc32)CC1 (stereo not drawn),-6%,5%,?,2%,18,-3
CCOC(=O)C(C)c1nc2ccccc2[nH]c1=O (stereo not drawn),7%,2%,nt,11%,37,3
CN(CCCNC(=O)C1CCN(S(=O)(=O)c2cccc3nsnc23)CC1)Cc1ccccc1,6%,0%,?,-27%,-4,-2
O=C(COc1ccc(Cl)cc1Cl)NN=C1CCCCC1,-4%,2%,?,9%,-8,-2
Cc1cccc(N2C(=O)C3CCCN3C2=S)c1 (stereo not drawn),-7%,4%,-20%,-17%,17,0
CS(=O)(=O)N1CCN(C2CCN(Cc3ccccc3)CC2)CC1,-1%,5%,nt,4%,-7,-4
N#Cc1nnn(-c2ccc(Cl)cc2)c1N,5%&8%,3%&3%,5%&15%,19%&37%,-9&-9,-1&-2
CC(C)OC(=O)CCC1(C(=O)O)CCC(=O)NC1 (stereo not drawn),3%,13%,nt,1.3µM*,-6,-2
COc1ccc(-n2nnnc2SC(C)C(N)=O)cc1 (stereo not drawn),?,6%,12µM*,1%,40,6
CCN(CC)CC#CCOC(=O)[C@@](O)(c1ccccc1)C1CCCCC1,nt,3%[21.7 µM],12µM*,?,nt,nt
O=C(Cn1c(=O)oc2ccccc21)NC(=O)NCc1ccccc1,-24%,7%,3%,?,-17,-3
CN(CC1CCCN(CCc2cccc(C(F)(F)F)c2)C1)C(=O)c1ccco1 (stereo not drawn),-8%,nt,31%[activator],-5%,-34,1
COc1ccc(N(CC(O)Cn2cnc3ccccc32)S(=O)(=O)c2ccc(C)cc2)cc1 (stereo not drawn),-7%,1%,36%[activator],?,3,-2
Cn1cc(Br)c(C(=O)NN2C(=O)C3C(C2=O)C2C=CC3C23CC3)n1 (stereo not drawn),1%,-8%,?,-2%,-3,-4
c1ccc2c3n(nc2c1)CCCO3,0%,nt,46%[activator],16%,nt,nt
Nc1c2c(nc3ccc(Br)cc13)N(C1CCCCC1)CC2,-19%,18µM*,10µM*,?,-4,6
Fc1ccc(Nc2nc(N3CCOCC3)nc(N3CCOCC3)n2)cc1Cl,7%,nt,13µM*,?,2,-6
COc1cc(NC(=O)C2=C(C)OCCS2)c(Cl)cc1C(=O)NCCN(C)C,-10%,8%,?,-5%,16,-4
COc1ccccc1NC(=S)N1CCN(c2ccccn2)CC1,0%,-5%,1%,-18%,6,3
CC1CCC(NC(=O)C2CC(=O)N(c3ccc4c(c3)OCCO4)C2)CC1 (stereo not drawn),2%,3%,15%,4%,22,4
CCOC(=O)C1CCCN(c2ncnc3c2cnn3-c2cccc(C)c2)C1 (stereo not drawn),0%,-1%,?,152%[activator],118*,41*
N#CCCN(Cc1cccnc1)S(=O)(=O)c1ccc2ccccc2c1,5%,nt,?,-10%,nt,nt
COc1ccc(CNC(=O)Cn2ncn3c(cc4ccccc43)c2=O)cc1,0%,5%,14%,3%,-11,-2

# Later entries:
SMILES,Sm TGR inh,Giardia FBPA inh,Pf growth 96h,Pf growth 48h,Shiga inhibitor,CHX counter
CCN(CC(=O)Nc1ccccc1C(F)(F)F)C(=O)C1CCC1,-2%,nt,7%,1%,nt,nt
O=C(O)c1cccc(N2C(=O)c3ccc4c5c(ccc(c35)C2=O)C(=O)N(c2cccc(C(=O)O)c2)C4=O)c1,-12%,-26%,7%,-3%,3,-2
CCc1ccc(CCC(=O)Nc2ccc(S(N)(=O)=O)cc2)o1,50µM*,2%,nt,4%,-4,-3
CCOc1ccccc1NC(=O)CN1CCC(NC(=O)c2ccccc2)CC1,7%,2%,179%[activator],?,-21,-3
CC1CCC(NC(=O)c2cccc(S(=O)(=O)NCc3ccccc3)c2)CC1 (stereo not drawn),1%,nt,-1%,?,nt,nt
C=CCOc1cccc(C2NC(=O)c3ccccc3O2)c1 (stereo not drawn),15%,-10%,?,0%,6,12
CCOC(=O)N1CCC(Nc2c([N+](=O)[O-])cc(C(=O)O)cc2[N+](=O)[O-])CC1,1%,-2%,6%,15%,-7,-2
OC(COc1ccc(Cl)cc1)CN1CCC(Cc2ccccc2)CC1 (stereo not drawn),4%,nt,?,-14%,14,-9
COc1ccc(CNC(=O)[C@@H](NC(=O)C2CCN(C(=O)[C@@H](N)CCSC)CC2)C(C)C)cc1,0%,?,19%,4%,-3,-1
O=C(COC(=O)COc1ccc(Cl)cc1)Nc1ncc(Br)s1,-30%,nt,32%[activator],5%,nt,nt
Cc1ccccc1CN1CCCC(C(=O)N2CCCCC2)C1 (stereo not drawn),-2%,?,6%,15%,-11,-5
CC(=O)Nc1ccc(NC(=O)Cc2ccc(S(=O)(=O)N3CCCCC3)cc2)cc1,-27%,nt,?,?,nt,nt
N#Cc1cnc(Nc2ccc(F)cc2)nc1N,2%,0%,-24%,10%,33,24*
O=C(Cc1coc(-c2ccc(F)cc2)n1)NCc1ccccc1,2%,5%,1%,6%,-3,6
COc1ccc(N2CCN(C(=O)c3cc4c(C)nc5ccccc5c4o3)CC2)cc1,-15%,-2%,0.83µM*,2%,-1,-3
CC1=NN(c2ccc(Cl)cc2)C(=O)/C1=C\c1cccn1-c1ccc(S(N)(=O)=O)cc1,-17%,-7%,?,-5%,-10,-2
O=C(Nc1cccn(Cc2ccccc2)c1=O)NC1CCCCC1,-3%,-16%,?,-2%,-2,11
C=CCNC(=O)CN(c1cc(Cl)ccc1OC)S(=O)(=O)c1ccc(C)c([N+](=O)[O-])c1,1%,11%,86%[activator],2.6µM*,-8,-3
COc1ccc(NS(=O)(=O)c2ccc(N3CCOCC3)c(NC(=O)C(C)C)c2)cc1,22%,0%,9%,?,25,-2
Cc1ccn(CCC(=O)NC2CC(C)(C)Cc3c2cnn3-c2ccccc2C)n1 (stereo not drawn),?,nt,?,-17%,6,4
CC(C)(C)Nc1scc(-c2ccccc2)[n+]1-c1ccccc1,-8%,-4%,?,?,17,11
COc1ccc(N2CCN(C(=O)CC(NC(N)=O)c3cccc(Oc4ccccc4)c3)CC2)cc1 (stereo not drawn),-17%,3%,nt,?,1,13
CCN(CC)S(=O)(=O)c1ccc(O)c(C(=O)OCC(=O)Nc2cc(C)c(C)cc2[N+](=O)[O-])c1,6%,7%,-1%,?,-8,5
C=C1[C@@H](OC(C)=O)CC[C@]2(C)[C@@H]1C[C@@H]1C[C@H](OC(C)=O)C(C)=C([C@@H](OC(C)=O)[C@@H]2OC(C)=O)C1(C)C,9%,-1%,7.4µM*,6.6µM*,-8,-1
CC(C)(C)OC(=O)N/N=C/c1cccn1-c1ccc([N+](=O)[O-])cc1,0%,-4%,-3%,6%,32,12

# Part of the list above in a different format:
# Each structure is followed by: Sm TGR inh, Giardia FBPA inh, Pf growth 96h, Pf growth 48h, Shiga inhibitor, CHX counter
COc1ccc(N2CCN(C(=O)c3cc4c(C)nc5ccccc5c4o3)CC2)cc1
 : -15%, -2%, 0.83µM*, 2%, -1, -3
CC1=NN(c2ccc(Cl)cc2)C(=O)/C1=C\c1cccn1-c1ccc(S(N)(=O)=O)cc1
 : -17%, -7%, ?, -5%, -10, -2
O=C(Nc1cccn(Cc2ccccc2)c1=O)NC1CCCCC1
 : -3%, -16%, ?, -2%, -2, 11
C=CCNC(=O)CN(c1cc(Cl)ccc1OC)S(=O)(=O)c1ccc(C)c([N+](=O)[O-])c1
 : 1%, 11%, 86%[activator], 2.6µM*, -8, -3
